Bioassay records deposited in PubChem BioAssay by several laboratories.
CF NFkB inh: inhibitors of cystic fibrosis induced NF-kB | 0.86% of 360,000 active | inhibition, % at 5 µM | KKLEB NF-kB-GFP reporter, PAF-induced, GFP fluorescence overnight;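 active = at least 50% inhibition at 5 µM, scaled per plate between neutral and stimulator controls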;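 note: PAF is a Pseudomonas aeruginosa culture filtrate used as stimulus; plate controls were PAF-stimulated DMSO wells for no effect and unstimulated DMSO wells for full effect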
SRC1 inh: inhibitors of human steroid receptor coactivator 1 (SRC1); HEK293 GAL4-SRC1 luciferase reporter, luminescence; Q15788; inhibition, % at 3.6 µM; 0.12% of 360,000 active;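 active = inhibition above the campaign mean plus 3 SD, with each screening campaign given its own cutoff, cut at about 60% in these data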;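 note: 0% = DMSO treated cells and 100% = gossypol at 36 µM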
KKLEB cytotox: CF airway cell cytotoxicity counter-screen | 0.36% of 360,000 active | activity change (cytotoxicity), % at 5 µM | AID 602141 | KKLEB CF airway cells viability, ATPlite luminescence, overnight; active compounds read low; cells stimulated with P. aeruginosa culture filtrate;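 active = corrected activity change at or below -50% at 5 µM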
NCOA3 inh: human NCOA3 inhibition. inhibition, % at 3.6 µM. 0.17% of 360,000 active. AID 588352. Q9Y6Q9. HEK293 GAL4-SRC3 luciferase reporter, luminescence;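 active = inhibition above a per-campaign cutoff, the mean of all compounds plus 3 SD, cut at about 60% in these data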;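 note: 0% = DMSO-treated cells and 100% = gossypol-treated cells at 36 µM; higher means less SRC3-driven luciferase light from the GAL4 reporter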
EBV LMP1 NFkB: reduces LMP1-driven NF-kappaB luciferase signal. LMP1-induced NF-kappaB luciferase reporter cells, luminescence. inhibition, % at 12.5 µM. 0.69% of 350,000 active. AID 504558; in the data active = inhibition above about 41%;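 note: 0% = neutral control wells and 100% = reference inhibitor control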
TROY signal inh: blocks TROY-dependent signaling in reporter cells; Q293 LMP1-TROYcd NF-kB luciferase reporter, 4 h; inhibition, % at 10 µM; 0.98% of 360,000 active; AID 1347056;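 active = compounds whose plate-normalised and pattern-corrected inhibition of the luciferase reporter signal at the single screening dose is 50% or more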
TWEAK Fn14 block: TWEAK-Fn14 signaling inhibition; TWEAK-stimulated Fn14 reporter cells, luciferase luminescence, 8 h; inhibition, % at 10 µM; 2% of 360,000 active; in the data active = inhibition above about 50%
COUP-TFII inh: inhibitors of human COUP-TFII (NR2F2); 0.7% of 370,000 active; inhibition, % at 8.6 µM; AID 686940; P24468; HEK293T NGFI-A luciferase reporter, luminescence;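 active = inhibition above a per-plate cutoff, mean inhibition of test wells between control levels plus 3 SD, cut at about 38% in these data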;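 note: cells cotransfected with COUP-TFII expression vector driving the NGFI-A reporter; 0% = median of COUP-TF2 test wells and 100% = reporter-only cells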
Target sequence (P24468 whole entry, looked up): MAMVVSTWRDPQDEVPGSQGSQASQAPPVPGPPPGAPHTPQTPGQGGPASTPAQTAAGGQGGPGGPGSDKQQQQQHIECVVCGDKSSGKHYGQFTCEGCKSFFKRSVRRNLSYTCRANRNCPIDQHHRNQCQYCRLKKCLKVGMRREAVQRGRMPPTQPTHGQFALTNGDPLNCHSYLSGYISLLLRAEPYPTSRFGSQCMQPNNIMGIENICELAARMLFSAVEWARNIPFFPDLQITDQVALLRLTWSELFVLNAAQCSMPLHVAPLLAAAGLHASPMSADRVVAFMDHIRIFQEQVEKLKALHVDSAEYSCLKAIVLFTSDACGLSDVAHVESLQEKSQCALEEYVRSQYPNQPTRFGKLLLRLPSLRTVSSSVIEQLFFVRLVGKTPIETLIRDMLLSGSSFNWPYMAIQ
LRH-1 inv ag: suppresses constitutive activity of human LRH-1 | HEK293T StAR-luciferase reporter, LRH-1 transfected, 24 h | inhibition, % at 3.6 µM | 0.13% of 360,000 active | AID 602396;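 active = inhibition above the mean inhibition of all tested compounds plus 3 SD, cut at about 73% in these data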;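 note: 0% = DMSO wells and 100% = reporter-only cells lacking LRH-1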
Target sequence (O00482 whole entry, looked up): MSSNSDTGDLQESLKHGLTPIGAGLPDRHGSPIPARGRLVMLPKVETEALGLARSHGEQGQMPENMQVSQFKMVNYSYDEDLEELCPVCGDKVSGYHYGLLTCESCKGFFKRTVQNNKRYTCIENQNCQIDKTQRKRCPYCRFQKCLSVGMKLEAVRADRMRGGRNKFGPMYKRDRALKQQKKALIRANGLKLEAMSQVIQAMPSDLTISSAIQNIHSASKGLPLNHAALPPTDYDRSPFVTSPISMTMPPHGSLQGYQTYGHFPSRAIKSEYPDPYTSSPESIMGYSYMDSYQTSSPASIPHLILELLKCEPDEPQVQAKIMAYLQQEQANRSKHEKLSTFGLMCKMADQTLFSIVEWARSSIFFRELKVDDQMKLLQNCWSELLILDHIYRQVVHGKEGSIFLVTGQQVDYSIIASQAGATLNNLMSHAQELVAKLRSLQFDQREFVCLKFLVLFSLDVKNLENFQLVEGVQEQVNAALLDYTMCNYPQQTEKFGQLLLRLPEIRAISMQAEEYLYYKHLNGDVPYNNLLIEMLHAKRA
Shn3 3UTR inh: Schnurri-3 reporter inhibition in Clone20 osteoblasts | Clone20 osteoblast Shn3 3'UTR firefly luciferase, 24 h | inhibition, % at 12.5 µM | 0.52% of 360,000 active;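 active = mean inhibition of at least 75% with every replicate also reaching 75%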;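 note: 0% = median of neutral control wells and 100% = pilot-screen positive control compound; some compounds past the cut are filed as inactive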
TRAIL sens C8: caspase-8 TRAIL sensitization; NB7+C8 cells + TRAIL, ATPlite viability luminescence; inhibition (viability loss, TRAIL sensitization), % at 10 µM; 1% of 360,000 active;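 active = compounds causing at least 50% loss of cell viability in the single-dose screen, relative to plate controls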
An asterisk follows results filed as active; · = not tested or not shown.

SMILES	TWEAK Fn14 block	TROY signal inh	EBV LMP1 NFkB	NCOA3 inh	LRH-1 inv ag	Shn3 3UTR inh	KKLEB cytotox	SRC1 inh	COUP-TFII inh	TRAIL sens C8	CF NFkB inh
COc1ccc(NC(=O)c2sc(NC(=O)COc3ccccc3)nc2C)cc1	-25.9	-34.8	-9.8	3.6	-0.8	-9.7	5.6	-28.1	1.6	-1.9	-0.7
Cn1c(=O)c2c(nc(N3CCCCCC3)n2CC(=O)c2ccc(Br)cc2)n(C)c1=O	-21.2	-14.0	7.7	-11.6	0.1	-7.9	-5.7	-0.4	-2.2	-7.2	-5.6
O=C(NCCOc1ccccc1)c1cccc(S(=O)(=O)N2CCN(Cc3ccccc3)CC2)c1	-4.4	-10.8	-4.1	0.7	-0.1	30.8	-9.2	-34.9	-5.8	-6.5	-20.7
CCCNC(=O)COc1nc2ccccc2nc1N1CCOCC1	2.0	13.2	-14.8	-2.9	-13.9	-6.7	3.4	-5.9	11.1	13.3	5.2
NC(=O)NC(=O)C(c1ccccc1)N1CCN(S(=O)(=O)c2ccc(Br)s2)CC1 (stereo not given)	8.5	14.4	-3.2	12.4	24.3	24.7	3.7	14.0	11.2	-5.3	-11.2
COc1ccc(C2CC(c3ccccc3)n3nc(NC(=O)c4cccs4)nc3N2)cc1 (stereo not given)	36.7	-5.2	2.7	-7.8	-2.8	16.6	-0.2	11.1	0.0	1.0	-16.6
O=C1OC(C(Cl)(Cl)Cl)Nc2ccccc21 (stereo not given)	-4.2	-0.2	·	13.7	-45.0	-15.7	2.2	-13.4	14.7	-2.6	-3.3
O=C(CSc1nc(O)cc(=O)n1-c1ccccc1)Nc1ccccn1	0.0	-1.8	-7.0	27.2	1.1	-1.7	-9.4	7.3	6.3	0.2	4.4
Cc1cc(C(C)(C)C)cc(C)c1COC(=O)CN1C(=O)NC2(CCCC2)C1=O	3.5	-4.8	6.7	-2.6	-5.7	15.2	2.6	-3.6	1.3	13.1	-6.7
CCOc1ccc(C(=O)NCC(=O)OCC(=O)Nc2ccccc2OC)cc1	-2.2	-20.6	-1.8	-0.8	-2.6	4.5	-2.3	-12.8	-14.7	-5.2	-11.5
CC(O)CN=c1cc(-c2ccccc2)oc2ccc(Cl)cc12 (stereo not given)	-80.1	-72.2	-37.4	-45.7	-123.6	-85.6	-2.7	-32.9	-26.3	21.1	-22.8
C=C(C)CSCc1nc2ccccc2[nH]1	5.6	-14.8	-21.4	-17.8	-25.4	-19.1	1.3	-32.1	1.2	-5.0	-9.0
Cc1c(Cl)cccc1NC(=O)CCC(=O)NNC(=O)c1ccccc1Cl	-2.4	6.1	4.8	-9.3	-13.7	-9.8	2.1	6.2	5.6	-9.3	0.6
O/N=C(/c1ccc(F)cc1)C1CC1c1c(F)cccc1Cl (stereo not given)	-5.0	-4.1	-6.6	3.2	0.2	7.8	-18.6	-2.9	-17.8	-1.9	19.8
COc1ccc(NC(=O)C(C/C=C(/C)Cl)C(C)=O)cc1 (stereo not given)	-4.6	-6.8	-8.2	11.5	4.1	15.7	-1.3	-3.3	21.4	-2.7	8.0
CCOC(=O)N1CCN(C(=O)CCc2c(C)nc3c(c(C)nn3-c3ccc(C)c(C)c3)c2C)CC1	9.1	-18.1	13.9	3.7	5.8	-9.6	1.8	-3.3	-11.9	-6.9	-9.7
NS(=O)(=O)c1cccc(NC(=O)Cc2ccc(Cl)c(Cl)c2)c1	4.3	-2.6	8.0	-2.5	11.2	0.6	-4.9	-0.2	21.1	22.1	14.7
CCSc1nc2ccccc2n1CCC(=O)O	-9.3	-5.5	-10.0	-17.6	-9.7	·	-2.5	1.9	-21.1	-1.6	6.6
COc1ccc(CCn2c(NN=C3CCCCC3)nc3c2c(=O)[nH]c(=O)n3C)cc1	-15.0	-5.0	-3.2	-3.7	-1.8	·	0.3	0.1	·	-2.2	-35.3
Cc1ccc(N(C(=O)c2csnn2)C(C(=O)NC(C)(C)C)c2cccs2)cc1 (stereo not given)	19.9	1.5	3.1	25.1	-3.1	-3.0	-0.8	-3.4	13.4	-2.0	6.1
O=[N+]([O-])c1ccc(/C=N/n2c(C3CCCCC3)n[nH]c2=S)cc1	2.3	7.5	12.5	15.0	2.6	17.7	5.2	6.2	-3.7	6.2	26.8
COc1ccc(Nc2nc(C)cc(C)c2C#N)c(OC)c1	-13.9	-0.6	-1.0	1.3	9.0	11.0	16.4	13.4	3.7	-17.6	1.3
CCOC(=O)c1nc(C)nc(Sc2n[nH]c(-c3cc(Cl)cc(Cl)c3)n2)c1C	-20.9	19.6	1.8	17.1	-0.5	6.0	-11.4	-22.0	-9.8	-13.9	-0.6
Cc1n[nH]c(C)c1CCOc1ccc(C(C)C)cc1	-5.6	10.4	-1.9	-2.4	-19.1	-8.2	-4.7	-41.8	2.2	4.1	4.4
COc1ccc(-c2ccc(CN3C(CC(C)C)C(=O)N(Cc4cn(Cc5ccco5)nn4)CCS3(=O)=O)cc2)cc1OC (stereo not given)	23.1	-4.7	-2.4	4.5	7.3	-8.0	1.5	-22.1	11.8	-8.5	31.3
COc1ccc(NC(=S)N(C)CC2COc3ccccc3O2)cc1 (stereo not given)	6.1	10.0	2.4	-12.8	-25.1	-1.3	10.7	-9.5	6.6	-1.7	-3.5
Cc1ccc(N2C(=O)CC(Sc3ccccc3C(=O)O)C2=O)cc1C (stereo not given)	10.5	2.7	-5.6	0.7	-7.4	-15.7	-4.6	4.2	-10.1	-3.2	15.1
O=C(NCc1ccncc1)C1CCCN(S(=O)(=O)Cc2ccccc2)C1 (stereo not given)	-2.8	-9.8	-9.5	15.6	13.7	-13.5	3.2	-2.1	0.8	-19.1	-8.1
Fc1ccccc1CNC(=S)NCc1ccc(Cl)cc1	-2.7	9.4	-11.5	3.5	9.4	7.1	-5.4	-5.1	-4.0	-16.0	6.2
COc1ccc(-c2nc(Cc3ccc(Cl)cc3)no2)cc1OC	-25.1	-7.8	4.4	-5.7	5.4	11.5	-6.2	7.6	-2.2	3.8	5.0
CCOC(=O)c1ccccc1NC(=O)C1CSC2(C)CCC(=O)N12 (stereo not given)	3.1	9.2	-1.8	7.4	-16.4	14.5	7.4	-3.2	0.2	-10.2	-4.3
CCCCCCN1C[C@H](n2cc(COC(=O)c3ccccc3)nn2)[C@@H](O)C[C@@H]1c1ccccc1	13.1	2.0	0.0	3.5	11.5	18.1	-11.5	-9.2	7.5	-10.3	23.7
Cc1cc(Cl)c(S(=O)(=O)NC2CCCCC2)cc1OCC(=O)Nc1nncs1	2.6	19.0	2.6	19.0	-7.6	4.2	-1.9	-2.8	-6.0	-3.3	13.2
S=C(NCCCN1CCOCC1)Nc1ccc(N2CCOCC2)cc1	6.1	8.1	-4.2	-23.7	-14.5	7.3	-13.5	14.5	4.8	-10.4	-7.4
Cc1ccc(/C=N/NC(=O)c2ccc(OC3CCCC3)cc2)o1	1.9	-8.8	0.1	8.8	18.0	0.6	-7.7	-28.9	-2.6	12.3	12.2
C=CCn1c(-c2ccccn2)n[nH]c1=S	-9.9	3.0	·	6.0	-1.5	0.4	-13.5	-7.5	0.0	-2.4	-3.1
O=C(CSc1n[nH]c(-c2ccc(Cl)cc2Cl)n1)Nc1ccccn1	21.7	6.5	4.9	-0.6	15.2	9.6	6.2	-15.3	-5.2	-9.9	5.7
c1ccc(-n2nnnc2-n2cnc3ccccc32)cc1	53.7*	30.7	-12.2	26.2	-15.9	1.4	-0.7	3.4	-9.6	-27.4	-4.2
CC1Oc2ccccc2N(CC(=O)Nc2ccc3c(c2)OCCO3)C1=O (stereo not given)	40.6	-4.2	8.8	-8.8	-16.2	-31.5	-5.0	-35.8	-20.4	0.9	-10.0
NS(=O)(=O)c1cc(C(=O)OCC(=O)N2CCOCC2)ccc1Cl	-3.9	3.0	1.0	1.3	-18.8	-7.7	4.1	-13.8	-9.9	4.1	-2.2
O=c1[nH]c2cc(Cl)c([N+](=O)[O-])nc2[nH]1	11.8	2.6	1.8	14.6	-4.1	-1.2	7.0	6.3	-2.2	-0.1	12.1
COCCN(C(=O)c1ccccc1F)c1c(N)n(Cc2ccccc2)c(=O)[nH]c1=O	1.9	5.9	0.1	9.7	11.7	6.8	-6.1	9.3	14.5	-1.8	7.0
O=C(Cc1ccccc1Cl)N1CCN(c2ncccn2)CC1	3.7	-5.0	5.9	17.7	20.8	-4.9	2.9	3.9	12.8	4.8	4.2
CCCCCc1c(C)nc(Nc2nc(C)c3cc(OC)ccc3n2)[nH]c1=O	-34.1	-9.4	0.2	13.7	14.3	24.7	-6.2	0.2	-8.4	7.5	-14.1
NNC(=O)c1ccc(CSc2nc3ccccc3s2)cc1	21.7	-17.5	-13.5	-26.6	1.6	-25.1	-9.3	-31.2	-5.6	3.5	1.7
Nc1ccccc1NC1CCCCC1	11.5	3.5	3.2	19.9	2.2	25.8	-9.2	-30.3	-0.1	-2.4	7.7
CC(C)(C)c1ccc(C(=O)N2[C@H](COCc3ccccc3)C=CS2(=O)=O)cc1	3.7	12.9	·	5.5	0.9	11.6	-1.0	-4.4	-7.8	3.3	12.7
Cc1c(Cl)cccc1NC(=O)Cn1cc(C(F)(F)F)cc(Cl)c1=O	-33.0	-8.6	3.1	6.2	0.6	-21.6	-4.5	-20.2	-3.8	0.3	9.9
CC(=O)Nc1ccc(NC(=O)C(Cc2ccccc2)NC(=O)C2CCCCC2)cc1 (stereo not given)	0.5	1.1	-7.2	2.6	-4.2	5.8	-12.3	9.3	-2.8	-1.8	17.8
Cn1c(Cc2cccs2)nnc1SCC(=O)Nc1ccccc1	-0.7	-9.2	2.4	8.2	23.2	9.8	2.0	-0.1	1.3	-7.8	23.7
CCCc1cc(Nc2ccccc2C)n2ncnc2n1	35.7	27.1	13.1	-16.0	8.4	-10.1	12.5	-12.4	3.9	-25.4	5.1
Clc1ccc2nc(-c3cccc(Br)c3)c(Cc3ccsc3)n2c1	-1.9	-35.8	·	-73.9	-36.8	-22.4	-4.3	-46.0	-30.6	-6.9	-1.2
CC(C)(C)SCCNC(=O)/C=C/c1ccc(F)cc1	-18.1	-34.4	14.3	-15.1	-69.4	-29.5	16.8	-45.6	-22.0	-3.3	-7.8
CCC(C)N(C)Cc1cccc(C2(O)CCN(S(=O)(=O)c3ccc(F)cc3)CC2)c1 (stereo not given)	-11.6	10.4	-12.8	2.8	-1.1	16.6	14.1	-6.8	6.8	-10.9	-14.8
Cc1cccc(C)c1NC(=O)CSc1nc2ccccc2c(=O)[nH]1	-4.8	-22.9	-9.4	-15.8	3.9	-0.2	-2.0	-1.7	-6.5	-9.4	-1.9
Clc1cccc(CNCCCSc2ncccn2)c1Cl	0.4	-13.1	5.8	-23.4	-11.0	-1.9	-3.0	-28.9	14.2	11.6	2.6

The list is partial; count on the stated rates, not on these rows.
